NTR1 ag – NTR1-driven beta-arrestin-GFP spot formation – imaging, U2OS cells, high content, primary screen (AID 493036). P30989. agonist mode. activation, % at 20 µM. 330,000 tested, 0.17% active;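 active = activation at or above 40% of the spot to cytoplasm intensity ratio, with at least 20 cells analyzed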;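 also: 0% = DMSO without peptide and 100% = 100 nM NTR1 peptide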
Target sequence (P30989 whole entry, looked up): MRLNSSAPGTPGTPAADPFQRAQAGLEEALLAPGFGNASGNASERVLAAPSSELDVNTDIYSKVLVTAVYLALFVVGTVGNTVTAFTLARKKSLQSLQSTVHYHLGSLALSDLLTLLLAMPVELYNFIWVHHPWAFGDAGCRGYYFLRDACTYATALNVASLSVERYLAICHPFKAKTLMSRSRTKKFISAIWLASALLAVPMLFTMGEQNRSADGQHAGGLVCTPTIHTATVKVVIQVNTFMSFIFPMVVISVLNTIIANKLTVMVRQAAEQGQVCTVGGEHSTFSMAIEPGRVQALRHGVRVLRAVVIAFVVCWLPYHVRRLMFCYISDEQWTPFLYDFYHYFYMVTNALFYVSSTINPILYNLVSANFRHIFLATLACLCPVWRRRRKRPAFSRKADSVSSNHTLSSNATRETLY
GPR55 activation – selective activators of receptor GPR55 – imaging, U2OS cells, beta-arrestin-GFP redistribution, primary screen (AID 1961). 290,000 tested, 0.048% active. activation, % at 10 µM, or EC50 in µM where a hit was titrated. U2OS GPR55 beta-arrestin-GFP redistribution imaging; higher % means a stronger effect;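 active = activation above 40% with more than 50 cells counted in the well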;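 also: U2OS osteosarcoma cells stably expressing GPR55 and beta-arrestin-GFP; plate controls were DMSO negative control for no effect and LPI positive control for full effect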
SV40 large T antigen – SV40 large T antigen inhibitors, biochemical (AID 1903). 310,000 tested, 0.39% active. one-dose inhibition, % at 20 µM; IC50 in µM for titrated hits. SV40 large T antigen ATPase/helicase inhibition assay; higher % means a stronger effect; in the data active = a potency from the dose series; also: strong numbers were not always called active
LYP phosphatase – inhibitors of LYP phosphatase, biochemical, fluorescence intensity, uHTS (AID 1779) | recombinant LYP phosphatase, fluorescence intensity; higher % means a stronger effect | inhibition, % at 11.5 µM; hits with a dose series show IC50 in µM | 290,000 tested, 0.054% active; in the data active = inhibition above about 50%;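 also: plate controls were vehicle with enzyme for no effect and no enzyme for full effect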
Lipid droplet – hepatic lipid droplet formation modulation; AML12 mouse hepatocytes, oleate lipid droplets, BODIPY imaging; inhibition, % at 6.5 µM; 240,000 tested, 0.4% active;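 active = lipid droplet intensity inhibited by at least 50%, with more than 500 cells counted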
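Technique: fluorescence imaging, 20x objective, two fields per well / Assay system: AML12 hepatocytes (mouse) / Measure: % inhibition of lipid droplet signal / Doses: 6.5 µM single-point dosing / Incubation: overnight exposure / Reagent: 100 µM oleic acid challenge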
GPR35 antagonists – inhibition of zaprinast-stimulated GPR35 beta-arrestin translocation – imaging, U2OS, beta-arrestin-GFP, zaprinast agonist, primary screen (AID 2058); U2OS GPR35 beta-arrestin-GFP translocation imaging, zaprinast antagonism; higher % means a stronger effect; inhibition, % at 10 µM; hits with a dose series show IC50 in µM; 290,000 tested, 0.052% active;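 active = inhibition of at least 50% with at least 30 cells and total cytoplasm GFP at most 10,000,000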
GPR55 antagonists – inhibition of LPI-stimulated GPR55 beta-arrestin translocation – imaging, U2OS, beta-arrestin-GFP, LPI agonist, primary screen (AID 2013); U2OS GPR55 beta-arrestin-GFP translocation imaging, LPI antagonism; higher % means a stronger effect; one-dose inhibition, % at 10 µM; IC50 in µM for titrated hits; 290,000 tested, 0.13% active;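 active = spots per cell inhibited over 60%, with over 100 cells counted and total cytoplasm intensity under 500,000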;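 also: U2OS cells stably carrying GPR55 and arrestin-GFP stimulated by 5 µM LPI near EC80; imaged beta-arrestin-GFP aggregate spots per cell after agonist stimulation; plate controls were LPI-stimulated DMSO wells for no effect and DMSO wells without LPI for full effect; some results filed as inactive read as strong as hits; confirmed hits need IC50 under 10 µM and bright autofluorescent wells are also inconclusive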
MgcRacGAP inhibition – MgcRacGAP GTPase-activating activity inhibitors, confirmation, biochemical, ADP Hunter fluorescence. MgcRacGAP-stimulated Rac1 GTP hydrolysis, ADP Hunter fluorescence; higher % means a stronger effect; GST-tagged Rac1 F28L mutant substrate. inhibition, % at 30 µM, or IC50 in µM where a hit was titrated. AID 624330. 340,000 tested, 0.6% active;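 active = first-screen hits whose inhibition reached a set limit at any dose in the follow-up dose series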;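 also: fluorescence reports GDP produced by GAP-driven GTP hydrolysis; strong numbers were not always called active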
T cell modulator – T cell immune modulation candidate; 2C CD8+ T cell-vesicle binding, flow cytometry; active compounds read low; calls only at 7 µM; 330,000 tested, 0.068% active; AID 2052;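 active = response, share of CD8 T cells binding vesicles, and their 90th percentile fluorescence all below set limits, cut at about 80% in these data, passing the limit was not always enough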
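Test system: purified 2C TCR transgenic mouse naive CD8+ T cells. Probe or stimulus: QL9-peptide-loaded Drosophila micro-vesicles bearing Ld, ICAM-1 and B7-1. Incubation: binding step 1.5 h, 37 °C, antibody labelling 20 min, ice. Measured by: flow cytometry of vesicle-bound cells.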
Lipid droplet cells 6.5 µM – second read-out of Lipid droplet, no call of its own (marks repeat the call); cell count; measured here: cell count, cytotoxicity flag;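 cells counted across two imaged fields per well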
T cell modulator vesicle-bound % – further read-out of T cell modulator, marked with its call; double positive events, %; measured here: CD8+ vesicle-bound cell fraction;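 binding gate set so that unloaded-vesicle control wells show 10% double positive cells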
NTR1 ag cell count 20 µM – recorded beside NTR1 ag, whose call it bears; cell count; measured here: cell count, cytotoxicity flag
An asterisk follows results filed as active; i = inactive; x = not tested or not shown.

Value order – NTR1 ag	NTR1 ag cell count 20 µM	GPR55 activation	SV40 large T antigen	LYP phosphatase	Lipid droplet	Lipid droplet cells 6.5 µM	GPR35 antagonists	GPR55 antagonists	MgcRacGAP inhibition	T cell modulator	T cell modulator vesicle-bound %
- COc1cc(CNCCO)ccc1OCCc1ccccc1
    -0.1	61	0.4%	2%	-10%	-5	786	-3%	4%	5%	i	63
- CCC/C(O)=C1\C(=O)CCCC1=NC(C)C(=O)O (stereo not given)
    0.7	48	0.2%	13%	-1%	x	x	6%	12%	-1%	i	8
- NC(=O)CC(c1ccccc1)c1ccco1 (stereo not given)
    -1.6	71	-0.2%	28%	-2%	x	x	12%	9%	11%	i	26
- O=C(Cn1c(=O)n(Cc2ccccc2)c(=O)c2cc(Cl)ccc21)NCC1CCCO1 (stereo not given)
    22	33	0.7%	2%	-3%	0	828	15%	18%	-3%	i	16
- CCCCN(C(=O)c1ccc(Cl)cc1)C1CC2CCC(C1)N2C (stereo not given)
    0.4	64	-0.1%	2%	-10%	4	639	-13%	1%	-2%	i	49
- CN(C1CCCCC1)S(=O)(=O)c1cccc2nsnc12
    0.6	51	-0.3%	11%	-7%	-5	708	11%	1%	39%	i	6
- CCN1CCN(c2ccc(S(=O)(=O)N3CCOCC3)cc2NC(=O)CCC(C)C)CC1
    2.1	75	x	9%	x	x	x	x	x	19%	i	42
- O/C(=C\Sc1nnc(Cc2ccccc2)o1)c1ccc(Br)cc1
    3.0	45	0.2%	15%	-2%	x	x	-3%	6%	0%	i	8
- Cc1ccc(-c2nc(C=Nc3cccc(C)c3)c(O)o2)cc1
    5.5	46	-0.3%	14%	-5%	-5	675	10%	17%	5%	i	11
- COc1ccc(C2=NN(C(=O)CSc3nc(=O)n4ccc(C)cc4n3)C(c3ccc(C)cc3)C2)cc1 (stereo not given)
    6.6	62	x	11%	x	x	x	x	x	13%	i	24
- O=C(COc1ccc2c3c(c(=O)oc2c1)CCCC3)NCC(O)c1ccccc1 (stereo not given)
    1.3	67	-0.1%	2%	-8%	-22	733	7%	-5%	2%	i	8
- Cc1nc2c(C)cccn2c(=O)c1NC(=O)c1ccc(Br)o1
    -0.2	73	x	4%	x	x	x	x	x	3%	i	40
- O=[N+]([O-])c1ccccc1OCCN1CCOCC1
    -1.3	69	-0.3%	7%	-6%	3	764	-2%	-8%	9%	i	49
- O=C(CSCC(=O)OCC(=O)c1ccc(Br)cc1)Nc1ccc(Br)cc1
    -2.1	102	-0.1%	-3%	9%	x	x	16%	5%	3%	i	23
- NC(=O)CSc1nnc(-c2ccc(S(=O)(=O)N3CCOCC3)cc2)n1Cc1ccccc1
    0.4	48	0.3%	17%	-8%	0	757	3%	2%	7%	i	47
- CCc1nc(SCC(=O)Nc2nnc(CC)s2)c2c(C)c(C)sc2n1
    1.0	33	-0.1%	-3%	7%	x	x	12%	10%	-2%	i	62
- O=C(NCc1ccco1)c1cnn2c1NC(c1ccc(Br)cc1)CC2C(F)(F)F (stereo not given)
    1.5	35	-0.1%	5%	4%	12	697	-10%	4%	9%	i	44
- CCc1cc(=O)oc2cc(OC3CCCCC3=O)ccc12 (stereo not given)
    -1.2	87	0.4%	6%	-8%	14	793	7%	-1%	10%	i	58
- Cc1ccc2c(c1)-c1c(ssc1=S)C(C)(C)N2C(=O)CSc1nncn1C
    0.3	52	-0.1%	5%	-3%	-5	720	-8%	-2%	13%	i	24
- COc1ccc(NC(=S)N/N=C/c2ccc(F)cc2)cc1OC
    -0.8	41	0.4%	19%	-2%	2	719	1%	32%	11%	i	46
- CCC(=O)NC(NCC1CCCO1)C(Cl)(Cl)Cl (stereo not given)
    -0.5	41	-0.1%	-5%	-11%	x	x	10%	1%	8%	i	19
- CCN1CCN(CCCNC(=O)c2ccc3c(c2)NC(=O)/C(=C\c2cccc(C)c2)S3)CC1
    5.3	27	0.0%	14%	-15%	-7	667	14%	6%	7%	i	11
- COCCCNC(=O)Cc1ccc(-n2c(C)nc3cccnc32)cc1
    -1.5	101	0.0%	3%	-4%	-6	825	-6%	-1%	-10%	i	30
- Cc1ccc(C)c(SCC(=O)Nc2nnc(-c3ccccc3)o2)c1
    2.1	40	-0.1%	5%	0%	3	684	5%	-3%	9%	i	20
- CCOC(=O)c1cccc(NS(=O)(=O)c2c(C)[nH]c(C)c2C(=O)N2CCCC2)c1
    1.4	37	-0.1%	5%	-11%	-19	717	-3%	-6%	9%	i	2
- CCOc1ccc(C(=O)OCC(=O)Nc2cc(C)on2)cc1OCC
    0.4	67	-0.1%	2%	-6%	80*	768*	7%	8%	6%	i	40
- CCN(CC)CCNC(=O)c1cc(S(=O)(=O)N2CCc3ccccc32)cn1C
    3.5	98	-0.1%	14%	-10%	-1	850	-5%	1%	-2%	i	30
- Cc1nnc(SCc2cc(=O)[nH]c(Nc3nc(C)c4cc(C)c(C)cc4n3)n2)s1
    1.4	36	-0.2%	7%	-6%	0	710	-6%	5%	x	i	32
- COc1ccc(OC)c(S(=O)(=O)N2CCN(C)CC2)c1
    -0.3	65	-0.2%	2%	-1%	x	x	9%	0%	4%	i	62
- COc1ccc(OC)c(N(CC(=O)NCCc2ccc(OC)c(OC)c2)S(=O)(=O)c2ccccc2)c1
    -1.5	37	3.1%	5%	-5%	-22	749	0%	5%	7%	i	16
- COc1cc(C2CC(=O)c3cnc(NC(=O)COc4ccccc4)nc3C2)cc(OC)c1OC (stereo not given)
    6.0	44	-0.2%	18%	1%	x	x	-11%	-2%	5%	i	11
- C=CCSc1nc2ccccc2c(=O)n1Cc1ccccc1
    2.4	91	1.2%	22%	4%	-1	678	-21%	-2%	6%	i	31
- COc1ccc2oc(=N)c(C(=O)Nc3ccc(F)cc3)cc2c1
    0.2	75	-0.1%	0%	-7%	x	x	10%	4%	4%	i	31
- Cc1cccc(CN(C(=S)Nc2c(C)cccc2C)c2cccnc2)c1
    2.5	52	-0.2%	-8%	-2%	20	683	-4%	13%	-2%	i	45
- CCOC(=O)/C(C)=N/Nc1nc(-c2ccc(NC(C)=O)cc2)cs1
    2.3	64	0.7%	29%	-8%	-8	724	-1%	0%	x	i	53
- CCOc1ccc(NC(=O)CCN2C(=O)c3cccc([N+](=O)[O-])c3C2=O)cc1
    0.9	67	0.4%	10%	-7%	0	833	-5%	5%	3%	i	55
- CCOC(=O)CNC(=O)CSc1ncnc2c1cnn2Cc1ccccc1
    -2.1	79	-0.2%	12%	2%	-1	664	-11%	-6%	13%	i	46
- O=C(C[n+]1ccc(C(=O)NCc2ccccc2)cc1)c1ccc(Cl)cc1
    1.2	59	-0.2%	22%	-12%	-15	703	3%	2%	-3%	i	7
- CN(Cc1ccccc1)S(=O)(=O)c1ccc(S(=O)(=O)N(Cc2ccc(F)cc2)C2CCCC2)cc1
    0.8	78	0.3%	4%	-1%	-15	794	12%	-5%	6%	i	19
- N#CCCN(Cc1cccnc1)C(=S)NCc1ccco1
    -0.5	47	0.9%	-3%	-9%	1	714	-1%	-12%	2%	i	25
- COc1c(N2CCN(C(=S)Nc3ccccc3F)C(C)C2)c(F)cc2c(=O)c(C(=O)O)cn(C3CC3)c12 (stereo not given)
    0.7	65	-0.3%	4%	5%	26	692	5%	-11%	12%	i	38
- CNS(=O)(=O)c1cccc(C(=O)OCC(=O)c2cc3ccccc3o2)c1
    4.3	50	-0.2%	-4%	3%	8	689	3%	4%	3%	i	49
- Cc1ccc(-n2nc(C)c(C(C)(O)C(F)(F)F)c2N)cc1 (stereo not given)
    2.7	51	0.0%	8%	-5%	8	748	1%	12%	-2%	i	45
- CCCCC(=O)Nc1ccc(N2CCN(C(=O)c3ccco3)CC2)cc1
    0.1	47	-0.1%	19%	-9%	1	786	5%	20%	6%	i	12
- CC1(C)Cc2c(sc3nnn(Cc4ccccc4)c(=O)c23)CO1
    1.0	39	-0.3%	-29%	-2%	-16	450	-3%	8%	-1%	i	49
- CN(C)C1=NC[C@H](Cc2ccccc2)N1CCCC1CCCCC1
    6.8	91	x	7%	x	x	x	x	x	-4%	i	36
- O=C(CCc1ccccc1)Nc1ccc2c(c1)OCO2
    -1.1	66	0.5%	7%	-7%	-1	864	18%	11%	8%	i	47
- CCc1ccc(NC(=O)CCn2c(=O)oc3ccccc32)cc1
    -1.1	88	-0.1%	0%	8%	x	x	21%	-2%	2%	i	49
- CCc1ccc2oc(C(=O)Nc3cccnc3)c(C)c2c1
    5.6	58	-0.1%	4%	-1%	1	794	-2%	-8%	3%	i	41
- Cc1ccc(NC(=O)COc2coc(CN3CCc4ccccc43)cc2=O)cc1Cl
    1.5	53	x	24%	x	x	x	x	x	1%	i	63
- CCOC(=O)c1c(NC(=O)CN2C(=O)NC3(CCC(C)CC3)C2=O)sc(C(=O)N(C)C)c1C (stereo not given)
    4.0	60	x	9%	x	x	x	x	x	4%	i	25
- Cn1c(SCc2nc(-c3ccc(Br)cc3)no2)nnc1-c1ccco1
    0.5	64	0.0%	13%	-5%	1	789	1%	18%	6%	i	43
- CSc1ccc(C(=O)C2CCCN(C(=O)Cc3nonc3C)C2)cc1 (stereo not given)
    1.4	75	-0.3%	6%	-6%	-8	712	-10%	5%	11%	i	64

Reformatted: results already given
SMILES	NTR1 ag	NTR1 ag cell count 20 µM	GPR55 activation	SV40 large T antigen	LYP phosphatase	Lipid droplet	Lipid droplet cells 6.5 µM	GPR35 antagonists	GPR55 antagonists	MgcRacGAP inhibition	T cell modulator	T cell modulator vesicle-bound %
COCCCNC(=O)Cc1ccc(-n2c(C)nc3cccnc32)cc1	-1.5	101	0.0%	3%	-4%	-6	825	-6%	-1%	-10%	i	30
Cc1ccc(C)c(SCC(=O)Nc2nnc(-c3ccccc3)o2)c1	2.1	40	-0.1%	5%	0%	3	684	5%	-3%	9%	i	20
CCOC(=O)c1cccc(NS(=O)(=O)c2c(C)[nH]c(C)c2C(=O)N2CCCC2)c1	1.4	37	-0.1%	5%	-11%	-19	717	-3%	-6%	9%	i	2
CCOc1ccc(C(=O)OCC(=O)Nc2cc(C)on2)cc1OCC	0.4	67	-0.1%	2%	-6%	80*	768*	7%	8%	6%	i	40
